# PLCg1 inh – blocks human PLC-gamma1 enzyme activity; purified PLC-gamma1, fluorogenic substrate, fluorescence; inhibition, % at 12.2 µM; 370,000 tested, 0.84% active; in the data active = inhibition above about 9.5%
# Target sequence (P19174 whole entry, looked up): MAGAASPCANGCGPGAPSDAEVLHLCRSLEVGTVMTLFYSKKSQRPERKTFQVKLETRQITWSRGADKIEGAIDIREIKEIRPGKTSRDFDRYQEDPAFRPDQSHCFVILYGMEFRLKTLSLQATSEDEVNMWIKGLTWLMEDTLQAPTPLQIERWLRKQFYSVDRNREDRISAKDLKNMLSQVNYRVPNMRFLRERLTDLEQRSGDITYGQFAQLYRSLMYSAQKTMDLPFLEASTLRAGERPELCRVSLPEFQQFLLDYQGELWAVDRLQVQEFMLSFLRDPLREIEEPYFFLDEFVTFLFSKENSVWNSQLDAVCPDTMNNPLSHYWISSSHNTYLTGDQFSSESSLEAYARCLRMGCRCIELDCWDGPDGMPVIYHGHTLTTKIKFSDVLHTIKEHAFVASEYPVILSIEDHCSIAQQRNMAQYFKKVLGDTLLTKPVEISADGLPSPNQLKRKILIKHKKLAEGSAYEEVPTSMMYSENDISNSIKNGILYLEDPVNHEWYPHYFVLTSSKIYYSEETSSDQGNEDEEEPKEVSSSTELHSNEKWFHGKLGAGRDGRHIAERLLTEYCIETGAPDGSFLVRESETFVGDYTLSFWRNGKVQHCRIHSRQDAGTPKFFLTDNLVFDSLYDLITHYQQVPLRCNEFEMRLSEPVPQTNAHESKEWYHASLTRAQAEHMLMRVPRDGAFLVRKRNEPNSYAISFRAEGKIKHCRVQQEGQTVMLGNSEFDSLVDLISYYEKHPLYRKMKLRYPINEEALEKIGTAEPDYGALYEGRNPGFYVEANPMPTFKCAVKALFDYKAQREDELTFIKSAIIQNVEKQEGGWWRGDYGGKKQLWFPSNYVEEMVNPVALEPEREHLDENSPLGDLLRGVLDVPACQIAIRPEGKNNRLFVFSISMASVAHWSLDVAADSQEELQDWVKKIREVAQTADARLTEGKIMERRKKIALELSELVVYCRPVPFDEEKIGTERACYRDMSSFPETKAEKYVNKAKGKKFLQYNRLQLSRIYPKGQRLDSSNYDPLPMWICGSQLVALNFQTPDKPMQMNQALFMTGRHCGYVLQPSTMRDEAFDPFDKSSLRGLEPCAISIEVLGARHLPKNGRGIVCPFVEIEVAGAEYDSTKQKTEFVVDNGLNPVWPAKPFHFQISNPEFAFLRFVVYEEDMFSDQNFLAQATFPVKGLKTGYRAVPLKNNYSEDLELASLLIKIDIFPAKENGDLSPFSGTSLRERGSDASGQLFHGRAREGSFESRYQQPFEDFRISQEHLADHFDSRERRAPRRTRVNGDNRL
# NR1D1 modulator – modulators of human Rev-erb alpha DNA binding | 370,000 tested, 0.79% active | P20393 | Rev-erbα–FITC-DNA binding, fluorescence polarization, 90 min | activity, % at 10 µM | AID 1259318;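 active = activity above about 14%, limit read from the data; passing the limit was not always enough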;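 note: 0% = DMSO wells with 35 nM protein and 100% = DMSO wells with 750 nM protein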
# MBD2 DNA inh – blocks human MBD2 binding to methylated DNA; Q9UBB5; TR-FRET, MBD2 binding to methylated oligonucleotide; inhibition, % at 4.4 µM; 370,000 tested, 0.31% active; in the data active = inhibition above about 13%
# DAX1 inh-1 – inhibitors of DAX1 repression of SF-1 activated StAR promoter. HEK293T StAR-luciferase reporter, SF-1/DAX-1 repression relief. inhibition, % at 6.8 µM. 370,000 tested, 1.1% active. AID 652010;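 active = inhibition above the mean over all tested compounds plus 3 SD, cut at about 3.6% in these data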;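 note: 0% = DAX-1 cells with DMSO and 100% = cells lacking DAX-1 with DMSO; higher inhibition means more luminescence from relief of DAX-1 repression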
# hcDAF-12 act – activates DAF-12 receptor from parasite H. contortus; HEK293 hcDAF-12 lit1-tk-luc reporter, luminescence; 0% DMSO, 100% Δ7-dafachronic acid; activation, % at 6.8 µM; 370,000 tested, 1.4% active; AID 652067;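 active = activation above the mean of all tested compounds plus 3 SD, cut at about 5.5% in these data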;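 note: 100% = response to 3 µM Δ7-dafachronic acid high control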
# ADAM17 inh – inhibits human ADAM17; inhibition, % at 6.95 µM; AID 720648; recombinant ADAM17, EDANS/DABCYL FRET peptide cleavage; 370,000 tested, 0.83% active;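 active = inhibition above the mean of compounds lying between control limits plus 3 SD, set per campaign, cut at about 8.5% in these data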;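 note: 0% = DMSO-only wells as the low control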
# hgDAF12 agonist – hgDAF-12 agonism, primary luciferase screen; activation, % at 6.8 µM; 370,000 tested, 1.8% active; HEK293 GAL4-hgDAF12 UAS-luciferase reporter, agonist luminescence; normalized to butyrate control;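 active = activation above a cutoff set at the mean of all screened compounds plus 3 SD, cut at about 10% in these data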;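 note: 0% = DMSO wells and 100% = sodium butyrate wells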
# DAX1 inh-2 – inhibits human nuclear receptor DAX1. AID 504766. inhibition, % at 6.75 µM. HEK293 Gal4-DAX1 luciferase reporter, luminescence. 340,000 tested, 0.99% active. P51843;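 active = inhibition above the mean over all tested compounds plus 3 SD, cut at about 4.2% in these data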;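 note: 0% = DAX1-transfected cells with DMSO and 100% = empty-vector control cells with DMSO; inhibition shows as a rise in luminescence from relieved DAX1 repression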
# ssDAF-12 act – activates DAF-12 receptor from parasite S. stercoralis. HEK293 ssDAF-12/GRIP1 lit1-tk-luc reporter, luminescence; % of 3 µM dafachronic acid response. activation, % at 6.8 µM. 370,000 tested, 1% active. AID 652126;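 active = activation above the mean over all tested compounds plus 3 SD, cut at about 0.9% in these data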;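 note: 0% = DMSO-only wells and 100% = 3 µM delta7-dafachronic acid wells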
# PLC-beta3 inh – inhibitors of human phospholipase C beta3; Q01970; Purified PLC-beta3, fluorogenic substrate, fluorescence; inhibition, % at 12.2 µM; 370,000 tested, 0.18% active; in the data active = inhibition above about 11%;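 note: 0% = median of compound wells on plate and 100% = full blocker control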
# SMARCA2 act – activators of SMARCA2 function | AID 652017 | MG213 cells, MMTV-luciferase reporter, dexamethasone, overnight | activation, % at 9.1 µM | 370,000 tested, 1% active; in the data active = activation above about 7.8%;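 note: 0% = vehicle wells and 100% = reference activator wells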
# Active calls of the source: *; . = no result given.
SMILES	PLCg1 inh	NR1D1 modulator	MBD2 DNA inh	DAX1 inh-1	hcDAF-12 act	ADAM17 inh	hgDAF12 agonist	DAX1 inh-2	ssDAF-12 act	PLC-beta3 inh	SMARCA2 act
CC(C)(C)c1cc(C(=O)N/N=C/c2cc3c(cc2Br)OCO3)n[nH]1	-4	2	-5	-0.3	-2.7	-9	-1.0	0.1	-1.3	-16	3
Cc1ccccc1C(=O)Nc1ccc(C(=O)N/N=C/c2ccncc2)cc1	-1	0	-2	-0.3	-0.4	2	2.5	-1.0	-1.6	-1	-4
CSCCC(NS(=O)(=O)c1ccc(C)cc1)C(=O)N1CCCCCCC1 (stereo unspecified)	3	-4	-4	-1.6	-1.2	-1	-2.7	0.0	-0.8	-5	-2
Cc1cnc(C(=O)OCc2ccc(COC(=O)c3cnc(C)cn3)cc2)cn1	-2	-19	-2	0.1	-0.1	-5	0.9	-0.9	-1.4	-9	-1
COc1cccc(NC(=O)c2ccc(NS(=O)(=O)c3cccs3)cc2)c1	4	3	3	-0.6	0.6	-3	0.5	-1.0	-0.8	-3	1
Cc1[nH]n(-c2ccccc2)c(=O)c1N=Nc1ccc2c(c1)OCCO2	-1	9	-1	0.2	-0.3	-2	1.3	0.2	-0.3	3	4
CCOc1ccc(NC(=O)CN(C)C(=O)c2cc(S(=O)(=O)N(C)C)ccc2N2CCCC2)cc1OCC	2	2	10	-0.9	-0.1	1	-3.1	0.0	-0.7	-11	-1
COc1ccc(CNCC(O)(c2ccccc2)c2ccc(F)cc2)cc1 (stereo unspecified)	3	2	1	-0.2	1.2	-4	-0.2	1.0	-1.6	-4	7

# Sorted by value in PLC-beta3 inh (descending): 3 from the list above.
SMILES,PLCg1 inh,NR1D1 modulator,MBD2 DNA inh,DAX1 inh-1,hcDAF-12 act,ADAM17 inh,DAX1 inh-2,ssDAF-12 act,PLC-beta3 inh,SMARCA2 act
Cc1[nH]n(-c2ccccc2)c(=O)c1N=Nc1ccc2c(c1)OCCO2,-1,9,-1,0.2,-0.3,-2,0.2,-0.3,3,4
Cc1ccccc1C(=O)Nc1ccc(C(=O)N/N=C/c2ccncc2)cc1,-1,0,-2,-0.3,-0.4,2,-1.0,-1.6,-1,-4
CCOc1ccc(NC(=O)CN(C)C(=O)c2cc(S(=O)(=O)N(C)C)ccc2N2CCCC2)cc1OCC,2,2,10,-0.9,-0.1,1,0.0,-0.7,-11,-1

# (listing goes on)
SMILES	PLCg1 inh	NR1D1 modulator	MBD2 DNA inh	DAX1 inh-1	hcDAF-12 act	ADAM17 inh	hgDAF12 agonist	DAX1 inh-2	ssDAF-12 act	PLC-beta3 inh	SMARCA2 act
CCCCCN(C(=O)CCC(=O)OCC(=O)c1ccc(F)c(F)c1)c1c(N)n(CCCC)c(=O)[nH]c1=O	0	-3	0	1.4	-1.1	-2	-1.5	-0.5	-1.1	4	0
Cc1cccc(CSc2nnc(C)c(=O)n2N)c1	5	3	-2	-0.1	-0.1	0	1.6	0.2	-1.3	0	0
Cc1ccc(NC(=S)NC(NC(=O)c2ccccc2)C(Cl)(Cl)Cl)c(C)c1 (stereo unspecified)	5	-1	-6	-1.1	-1.4	5	-1.1	-1.6	-1.8	3	-6
Cc1nn(CC(=O)Nc2cccc(C(F)(F)F)c2)c(=O)c2cccn12	-1	0	-2	-0.4	-1.0	-4	3.6	-0.2	-1.1	-4	1
O=C(O)C1CCCCC1C(=O)Nc1ccc2c(c1)OCO2 (stereo unspecified)	-17	0	-6	-0.1	2.3	-5	1.3	0.5	0.0	-21	1
N/C(=N\OC(=O)c1ccc(Cl)cc1)c1ccn[nH]1	1	-4	1	15*	4.8	-2	9.7	-1.3	0.2	-5	2
CCOC(=O)c1sc(Nc2nc(C)cc(C)n2)nc1C	1	1	-8	0.4	-1.1	0	0.9	0.9	-1.6	-1	-2
O=C(C(=O)N1CCC(CNS(=O)(=O)c2ccc(F)cc2)CC1)c1cc2ccccc2o1	1	-12	-5	-0.9	-0.6	2	-2.4	.	-1.2	3	-1
O=C(Cn1c(=O)oc2cc(S(=O)(=O)N3CCCCCC3)ccc21)NC1CCCCCCC1	3	-3	-5	-0.2	-2.6	1	-1.4	-0.3	-1.8	5	-2
COc1cccc(NC(=O)CN(C)C(=O)c2cc3c(s2)CCCCC3)c1	-1	-2	-3	-0.5	-0.7	2	-0.1	0.2	-1.3	-11	1
CC(=O)c1ccc(N2CCN(CC(O)c3ccccc3)CC2)cc1 (stereo unspecified)	-2	0	0	0.0	-2.5	-6	-0.5	1.1	-1.1	-10	-1
COc1ccc(NC(=O)CCS(=O)(=O)c2ccccc2Cl)cc1S(=O)(=O)Nc1ccc(Cl)cc1	2	3	-7	-0.4	-2.6	1	-2.1	1.8	-2.4	-5	-7
CC(C)CN(C(=O)c1cccc(Cl)c1)c1c(N)n(Cc2ccccc2)c(=O)[nH]c1=O	-1	-1	3	-1.6	-1.3	-3	5.3	0.5	-0.8	-5	0
C/C(=N\NC(=O)CNc1cccc(Cl)c1C)C1CC1	-2	2	9	-0.8	-0.8	-4	-2.0	1.9	-2.3	-9	-2
CC1CCC(NC(=O)Cn2c(=O)oc3ccccc32)CC1 (stereo unspecified)	2	-7	-4	0.3	2.5	5	1.1	0.3	-1.2	-10	-1
O=C(N/N=C/c1ccc(Br)o1)c1cccnc1	3	1	2	-0.7	-1.9	2	0.2	0.7	-1.3	1	-3

# DAX1 inh-1, hit marks shown above
Molecule	PLCg1 inh	NR1D1 modulator	MBD2 DNA inh	DAX1 inh-1	hcDAF-12 act	ADAM17 inh	DAX1 inh-2	ssDAF-12 act	PLC-beta3 inh	SMARCA2 act
N/C(=N\OC(=O)c1ccc(Cl)cc1)c1ccn[nH]1	1	-4	1	15*	4.8	-2	-1.3	0.2	-5	2

# Other entries.
SMILES	PLCg1 inh	NR1D1 modulator	MBD2 DNA inh	DAX1 inh-1	hcDAF-12 act	ADAM17 inh	hgDAF12 agonist	DAX1 inh-2	ssDAF-12 act	PLC-beta3 inh	SMARCA2 act
O=C1CSC(c2ccccn2)N1Cc1cn2ccccc2n1 (stereo unspecified)	-12	1	1	-0.5	-1.1	-5	-0.7	-0.7	-1.3	-10	-1
CN(C)CCCN(C(=O)c1cc(-c2cccs2)nc2ccccc12)c1nc2ccc(F)cc2s1	-98	-4	1	2.1	-1.4	-64	-0.8	0.9	-0.7	-98	-3
OCCC1CN(Cc2cccc3c2OCO3)CCN1Cc1ccccc1 (stereo unspecified)	-2	6	-1	-0.7	-0.3	-3	-1.9	0.3	-1.0	1	-4
CS(=O)(=O)c1ccc2nc(NC(=O)c3ccc(N4CCCC4=O)cc3)sc2c1	-18	42*	2	-0.3	0.9	-19	-0.2	2.8	-1.9	-28	-2
CCOc1ccc(NC(=O)CN(Cc2ccccc2)S(C)(=O)=O)cc1	2	3	3	-0.1	-1.8	-3	-0.8	0.3	-1.6	-3	-4
Cc1ccc(CNC(=S)N2CCOCC2)cc1	1	0	4	-0.6	2.7	-2	-2.1	1.3	-1.2	1	-2
Cc1ccc(-c2[nH]c(=S)[nH]c(=O)c2C#N)cc1	-1	-4	-2	0.5	1.4	3	3.5	0.4	-1.7	-2	-1
O=C(NCCc1ccccc1)C1CCN(S(=O)(=O)N2CCC3(CC2)OCCO3)CC1	-2	2	-2	0.0	-0.4	-5	2.3	0.4	-1.8	-3	-1
Cc1nnc(SCC(=O)Nc2nc(-c3ccc(F)cc3)cs2)[nH]c1=O	0	1	2	0.6	2.1	0	5.6	-0.8	-0.7	1	2
Cc1ccc(C[n+]2cc(-c3ccc(Cl)cc3)n3c2CCC3)cc1	2	-2	0	-1.1	-2.3	0	-2.9	.	-1.9	-7	-7
Cc1cc(NC(=O)CSc2nc3ccsc3c(=O)n2NC(=O)c2ccccc2)no1	-1	-2	5	0.8	3.2	-7	7.1	0.9	-0.7	-3	3
O=c1cc(-c2ccc(O)cc2)oc2cc(O)cc(O)c12	2	2	5	3.8*	-0.1	-3	18*	2.0	-1.0	-8	0
CC1CCCCN1S(=O)(=O)c1ccc2c(c1)CCN2C(=O)C1CCC1 (stereo unspecified)	-1	-4	-2	-0.9	-1.4	-3	-2.2	0.8	-1.2	2	-2
CCOC(=O)C1(C)C=C(Nc2ccc(C)cc2)C(=O)N1c1ccc(C)cc1 (stereo unspecified)	-4	-2	1	-0.5	-1.2	0	5.5	-1.2	-0.6	4	-1
CCc1ccc(C(=O)COC(=O)c2ccc(Cl)nc2)cc1	-2	0	5	1.1	0.3	-4	3.6	.	-1.1	-1	3
COC(=O)C1C(O)=C(C=NC2CCCCC2)C(=O)CC1(C)C (stereo unspecified)	2	-1	3	0.4	-2.0	-2	-1.0	0.5	0.7	0	0

# Continued:
# Below each compound: PLCg1 inh, NR1D1 modulator, MBD2 DNA inh, DAX1 inh-1, hcDAF-12 act, ADAM17 inh, hgDAF12 agonist, DAX1 inh-2, ssDAF-12 act, PLC-beta3 inh, SMARCA2 act
CCN=C1NN=C(c2cc(C)n(CCc3ccccc3)c2C)CS1
→ -20, -1, -3, 1.4, 3.8, -14, 1.1, 0.3, -0.1, -32, -2
Cc1ccc(-c2ccc(C)c(N)c2C)c(C)c1N
→ -9, -9, 2, -1.0, -2.4, -20, -2.6, 0.3, -1.4, 1, -2
COC(=O)[C@@]12CCCCC3=C1N(CCC3)C(=O)[C@H]2CC(=O)NCC1CCCCC1
→ 2, 1, -4, -0.7, 0.8, -2, 7.8, ., -1.4, 2, -1
COCCN1C(=O)N[C@@H](c2cccc(C(F)(F)F)c2)[C@H](C(C)=O)[C@H]1C
→ 0, -1, -4, 0.4, -1.4, -1, -0.2, 0.5, -1.5, 0, 1
CCN(CC)C(=O)c1ccc(-c2nnc(Nc3cccc(O)c3)c3ccccc23)cc1
→ -18, 3, 1, -0.6, -1.9, 3, -1.0, -2.8, -2.2, -31, -2
COC(C[C@H](O)C[C@H](O)[C@H](C)OCc1ccccc1)OC
→ 3, 1, 4, 0.8, -0.8, -6, -2.5, 1.3, -1.2, -2, -1
C/C(=N\NC(=O)Cc1cccn1C)c1ccco1
→ 0, -1, 2, -0.6, -0.9, -7, 1.6, -1.4, -1.0, -5, 2
CCOC(=O)Cc1csc(NC(=O)/C=C/c2ccco2)n1
→ -27, 1, 0, 0.8, -0.3, -8, 0.4, -1.0, -1.0, -45, -4
Cc1c(C(=O)OCC(=O)N2CC(C)CC(C)C2)oc2ccccc12 (stereo unspecified)
→ 3, -3, -1, 1.9, -2.1, 5, -0.2, -0.7, -1.5, 6, -2
Cc1ccc(-c2nc(C=Nc3ccccc3)c(O)o2)cc1
→ 1, -2, 3, 1.0, 1.1, 3, 7.1, 1.0, -1.1, -1, 7
CCN(CC)C(=O)C1CCN(Cc2ccc(OCc3ccccc3)cc2)CC1
→ 0, 3, 0, -0.1, -0.1, -5, 1.6, 4.1, -1.3, -1, 0
Cc1ccc(SC(C)c2nc(-c3ccncc3)no2)cc1 (stereo unspecified)
→ 0, 1, 0, -1.2, -2.3, -2, -1.4, -1.1, -1.0, 2, 0
O=C(/C=C/c1ccc(F)cc1)Nc1ccc(S(=O)(=O)N2CCOCC2)cc1
→ 0, 3, -2, 0.8, 0.7, -1, 1.9, 0.7, -0.6, -5, -1
COc1ccc(OC)c(NC(=O)COC(=O)[C@H](Cc2ccccc2)NC(=O)c2ccco2)c1
→ -2, -8, -1, -0.2, -0.8, -1, 3.2, 0.3, -1.4, -2, 0
